Apaf-1 inh: human Apaf-1 inhibition | reconstituted apoptosome caspase-3 activity, DEVD-Rh110 fluorescence | AID 489030 | 330,000 tested, 0.71% active | inhibition, % at 20 µM | O14727; active means inhibition of at least 40% at 20 µM;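 further: plate controls were DMSO wells for no effect and DEVD-CHO caspase inhibitor wells for full effect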
Target sequence (O14727 whole entry, looked up): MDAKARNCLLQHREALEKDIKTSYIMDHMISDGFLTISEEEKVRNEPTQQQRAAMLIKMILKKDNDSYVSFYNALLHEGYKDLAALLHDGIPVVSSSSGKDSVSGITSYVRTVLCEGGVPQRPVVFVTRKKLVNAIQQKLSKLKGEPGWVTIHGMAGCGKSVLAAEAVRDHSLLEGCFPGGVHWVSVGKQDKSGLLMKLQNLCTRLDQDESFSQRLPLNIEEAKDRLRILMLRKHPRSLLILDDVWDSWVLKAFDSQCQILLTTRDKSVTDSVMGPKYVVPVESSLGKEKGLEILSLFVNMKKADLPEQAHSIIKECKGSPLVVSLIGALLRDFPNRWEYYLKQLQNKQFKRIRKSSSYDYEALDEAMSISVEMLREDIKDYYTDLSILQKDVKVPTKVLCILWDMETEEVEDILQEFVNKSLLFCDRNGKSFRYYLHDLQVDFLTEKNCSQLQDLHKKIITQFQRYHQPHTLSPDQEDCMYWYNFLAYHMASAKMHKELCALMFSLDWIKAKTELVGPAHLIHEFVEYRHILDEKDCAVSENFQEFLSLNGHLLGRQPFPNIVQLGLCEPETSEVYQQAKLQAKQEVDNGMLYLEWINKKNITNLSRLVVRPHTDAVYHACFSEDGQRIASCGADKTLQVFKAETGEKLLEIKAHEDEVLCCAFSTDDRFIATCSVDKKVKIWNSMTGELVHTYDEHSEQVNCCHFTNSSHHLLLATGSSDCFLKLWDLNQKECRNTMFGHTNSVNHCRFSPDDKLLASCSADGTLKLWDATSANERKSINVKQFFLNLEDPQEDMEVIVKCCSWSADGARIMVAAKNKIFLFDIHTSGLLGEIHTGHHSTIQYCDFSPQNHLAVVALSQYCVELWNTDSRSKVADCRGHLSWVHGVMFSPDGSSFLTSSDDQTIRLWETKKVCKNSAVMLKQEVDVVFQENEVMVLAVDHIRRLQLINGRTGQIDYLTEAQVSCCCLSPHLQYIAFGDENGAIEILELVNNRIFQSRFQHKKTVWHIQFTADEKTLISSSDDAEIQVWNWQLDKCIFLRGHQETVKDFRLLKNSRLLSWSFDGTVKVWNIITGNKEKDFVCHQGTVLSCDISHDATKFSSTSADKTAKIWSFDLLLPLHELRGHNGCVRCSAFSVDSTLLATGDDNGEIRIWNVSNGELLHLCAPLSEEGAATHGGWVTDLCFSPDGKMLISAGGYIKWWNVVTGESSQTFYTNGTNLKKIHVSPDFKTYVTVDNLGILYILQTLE
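Material: reconstituted apoptosome with Apaf-1, cytochrome c, caspase-9, procaspase-3, dATP / Buffer or medium: pH 7.5 Hepes buffer with CHAPS, BSA, DTT / Also added: cytochrome c with DEVD-Rh110 / Schedule: compound with Apaf-1, dATP, procaspase-3 30 min, then 50 min reaction, room temperature / Technique: rhodamine 110 fluorescence at Ex 480/Em 540 nm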
SENP8 block-1: blocks human SENP8 cleavage of Nedd8 substrate | Q96LD8 | recombinant SENP8, Nedd8 substrate fluorescence | inhibition, % at 20 µM | 360,000 tested, 0.64% active | AID 602440; in the data active means inhibition mostly above about 40%, no sharp cut-off; inactive means mostly below about 27%
PfGluPho inh: PfG6PD (Plasmodium falciparum) enzyme inhibition. PfGluPho enzyme, NADPH resazurin-diaphorase fluorescence. inhibition, % at 20 µM. 350,000 tested, 0.78% active;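 active means inhibition reaching at least a set limit at 20 µM in the primary screen, cut at about 59% in these data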;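 further: 0% = DMSO wells with substrate and 100% = DMSO wells lacking glucose-6-phosphate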
SENP6 inh: blocks the human protease SENP6; Q9GZR1; 330,000 tested, 1.8% active; inhibition, % at 10 µM; Recombinant SENP6 catalytic domain, aminoluciferin luminescence;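 active means inhibition above about 50% at the single tested dose, limit read from the data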;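 further: plate controls were DMSO wells with enzyme for no effect and DMSO wells lacking enzyme for full effect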
HKDC1 inh: blocks human hexokinase HKDC1 activity; Q2TB90; inhibition, % at 20 µM; recombinant HKDC1, G6PDH/diaphorase resazurin coupled fluorescence; 340,000 tested, 0.16% active;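 active means inhibition above about 35% when tested at 20 µM, limit read from the data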;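 further: plate controls were DMSO wells with enzyme for no effect and DMSO wells lacking enzyme for full effect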
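test system = in-house recombinant HK5 (HKDC1) enzyme | amount = HKDC1 at 5 µg/mL | control set = DMSO-enzyme wells negative, buffer-substituted wells positive | compound = one dose of 20 µM, 1% DMSO | schedule = reaction time 90 min, room temperature, protected from light | technique = resorufin fluorescence at 613 nm | reagent = glucose with 1 mM ATP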
SENP8 block-2: blocks the human protease SENP8 | Q96LD8 | purified SENP8, Z-RLRGG-aminoluciferin cleavage, luminescence | inhibition, % at 10 µM | 330,000 tested, 1.2% active | AID 2540; in the data active means inhibition above about 50%
SENP7 inh: SENP7 protease inhibition; inhibition, % at 5 µM; recombinant SENP7, Z-RLRGG-aminoluciferin luminescence, 40 min; Q9BQF6; 330,000 tested, 1.5% active; AID 434973;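 active means inhibition above about 50% at the single test dose, limit read from the data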;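 further: plate controls were DMSO with enzyme for no effect and no enzyme buffer wells for full effect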
NLRP3 yeast inh: blocks the NALP3 inflammasome reconstituted in yeast | Yeast reconstituted NLRP3/ASC/caspase-1, beta-gal luminescence, 24 h | inhibition, % at 10 µM | 330,000 tested, 0.39% active | AID 2825;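 active means inhibition of 50% or more; inactive means inhibition below 50%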;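 further: plate controls were induced DMSO wells for no effect and uninduced yeast grown without galactose for full effect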
SENP1 FRET inh: blocks the human SENP1 SUMO protease catalytic domain; Q9P0U3; recombinant SENP1 catalytic domain, CyPet-SUMO1-YPet FRET cleavage; inhibition, % at 10 µM; 360,000 tested, 0.21% active;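 active means inhibition at least 30% at 10 µM, raw YFP signal under a set limit, fluorescence ratio 0.5 to 1.5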;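 further: 0% = enzyme with DMSO and 100% = no enzyme wells; some results filed as inactive read as strong as hits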
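Material – human SENP1 catalytic domain · Input – SENP1 enzyme, 20 pM final · Compound dosing – single concentration of 10 µM compound, 0.5% DMSO final · Timing – enzyme reaction for 50 min at room temperature, dark · Measured by – FRET fluorescence in CFP and YFP emission channels · Control set – no-enzyme wells low, DMSO-plus-enzyme wells high control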
Starred values were filed as active, the others as inactive; i = inactive; / = no result given.

Preview (three entries):
SMILES | Apaf-1 inh | SENP8 block-1 | PfGluPho inh | SENP6 inh | HKDC1 inh | SENP8 block-2 | SENP7 inh | NLRP3 yeast inh | SENP1 FRET inh
Cc1ccc(Oc2nnc(-c3ccc(C)cc3)c3ccccc23)cc1 | 7.7 | 10.1 | -16.1 | 2.6 | -1.3 | 8.3 | 17.6 | 26.3 | 2.5
O=C(O)c1ccccc1CSc1ncn[nH]1 | -1.9 | 18.2 | 6.9 | 1.2 | -8.4 | 3.6 | -2.4 | -1.7 | 1.4
CC1=CC(C)C2(CO)COC(c3ccc(O)cc3)C1C2C (stereo unspecified) | 1.0 | -7.0 | -14.6 | 12.2 | -3.8 | 8.8 | 7.3 | 30.8 | 2.7

This part in full, repeating the preview:
SMILES | Apaf-1 inh | SENP8 block-1 | PfGluPho inh | SENP6 inh | HKDC1 inh | SENP8 block-2 | SENP7 inh | NLRP3 yeast inh | SENP1 FRET inh
Cc1ccc(Oc2nnc(-c3ccc(C)cc3)c3ccccc23)cc1 | 7.7 | 10.1 | -16.1 | 2.6 | -1.3 | 8.3 | 17.6 | 26.3 | 2.5
O=C(O)c1ccccc1CSc1ncn[nH]1 | -1.9 | 18.2 | 6.9 | 1.2 | -8.4 | 3.6 | -2.4 | -1.7 | 1.4
CC1=CC(C)C2(CO)COC(c3ccc(O)cc3)C1C2C (stereo unspecified) | 1.0 | -7.0 | -14.6 | 12.2 | -3.8 | 8.8 | 7.3 | 30.8 | 2.7
Cc1ccc(O)c(NC(=O)CCCC(=O)O)c1 | -28.5 | 11.7 | 0.3 | -17.3 | -3.8 | -1.7 | 4.1 | 21.8 | 2.3
O=C(NCC(c1ccccc1)N1CCCC1)C1CCN(C(=O)Nc2ccccc2)CC1 (stereo unspecified) | 0.6 | 0.6 | 2.5 | -3.4 | -5.1 | 5.8 | -3.0 | 14.8 | -1.4
CCCCC(=O)Nc1ccc(C(=O)NCC(=O)OC)cc1 | -15.4 | 11.1 | 13.7 | 2.1 | -9.0 | -4.2 | 2.1 | 4.0 | -1.7
CCCNC(=O)CC(NS(=O)(=O)c1ccc(OC)cc1)c1ccco1 (stereo unspecified) | -8.9 | 21.5 | 15.8 | -15.5 | -3.0 | 1.6 | -4.8 | 3.2 | 1.5
Cc1cc2c(cc1S(=O)(=O)CCC(=O)NCCc1ccccc1)OCC(=O)N2 | 5.2 | 12.5 | 2.8 | 6.5 | -5.0 | 5.2 | 3.4 | 5.8 | -2.5
COc1ccc(C2CC(c3cccc(C(F)(F)F)c3)=NN2c2ccc(S(N)(=O)=O)cc2)cc1 (stereo unspecified) | 15.6 | -371.0 | 48.3 | / | -1.4 | / | 3.2 | / | -26.2
CC1(C)CC(NC(=O)c2coc(=O)c(Br)c2)CC(C)(C)N1 | 1.1 | -474.2 | -7.8 | -3.7 | -4.2 | -2.1 | 7.7 | 0.6 | 0.0
COc1cccc(CNC(=O)COC(=O)c2nc(Cl)c(Cl)c(Cl)c2Cl)c1 | 0.1 | 15.7 | -0.4 | 9.4 | 11.8 | 2.8 | -3.6 | -10.0 | 4.6
CCN(CC)c1ccc(C(=O)NNC(=O)c2cccn2C)cc1 | 7.4 | -189.4 | 1.1 | -3.7 | -3.5 | -15.8 | -12.2 | 8.6 | -7.0
O=C(O)C1OC1(c1ccccc1Cl)c1ccccc1Cl (stereo unspecified) | / | 19.4 | -4.3 | / | -1.6 | / | / | / | 0.4
Fc1ccc(CNc2nc(-c3ccccc3)nc3ccccc23)cc1 | 21.4 | -33.2 | -6.0 | -17.0 | -6.0 | -7.5 | -3.7 | 7.1 | -2.4
Cc1noc(C)c1-c1ccc2ncnc(NC(C)c3ccco3)c2c1 (stereo unspecified) | 2.0 | -98.5 | -2.4 | -17.5 | -3.1 | -12.1 | -8.5 | 12.0 | -5.1
Cc1sc(NC(=O)/C=C/C(=O)O)c(C(N)=O)c1-c1ccc(C(C)(C)C)cc1 | 4.3 | 20.2 | 10.8 | -8.3 | -0.8 | 9.6 | 4.9 | 11.3 | 1.1
Cc1ccc(NC(=O)CN(C)c2ccc(S(=O)(=O)N3CCCC3)cn2)cc1 | -1.9 | -0.8 | -3.6 | 9.2 | 1.9 | -2.9 | -8.9 | 0.9 | 1.0
COc1cc(NS(=O)(=O)c2ccc(NC(=S)NC(C)=O)cc2)nc(OC)n1 | -17.2 | 5.2 | -26.9 | -8.6 | -4.5 | -3.5 | -0.7 | 1.6 | 0.5
COc1ccccc1CNC(=O)C(C)c1ccc([N+](=O)[O-])cc1 (stereo unspecified) | -11.6 | 14.4 | 1.2 | 10.8 | -9.4 | 2.9 | -10.5 | -0.5 | 1.3
CC1=C(C(=O)OCC2CCCO2)C(c2coc3ccc(Cl)cc3c2=O)C2=C(CCCC2=O)N1 (stereo unspecified) | 10.8 | -57.1 | 13.6 | -8.5 | -5.7 | -0.9 | 5.6 | -6.5 | -9.8
CCc1nc(NCC2CCCO2)c(C#N)c2c1COC(C)(C)C2 (stereo unspecified) | 13.2 | i | 9.4 | 4.3 | -1.3 | -0.3 | 13.4 | 21.7 | 1.0
COc1cc(/C=C2\SC(=S)N(N(C)c3ccccc3)C2=O)ccc1O | -10.4 | 16.8 | 8.9 | -9.7 | -1.7 | 4.8 | 5.3 | -75.0 | 15.2
CC(=O)Nc1ccc(N2C(=O)CSC2c2cccc(Br)c2)cc1 (stereo unspecified) | 4.6 | 5.7 | -2.0 | 5.3 | -0.2 | -5.0 | -0.2 | 17.0 | -29.6
COc1cccc(N2CCN(c3nc(C)c(C)c(=O)[nH]3)CC2)c1 | -8.8 | 8.2 | 14.1 | -13.3 | -0.4 | -0.6 | -15.9 | 20.9 | 3.4
FC(F)(F)c1cccc(Cc2noc(CN3CCSCC3)n2)c1 | -20.7 | -0.4 | 5.8 | 6.2 | 0.5 | 3.1 | 2.8 | 0.5 | 2.8
Cc1ccc(NCc2ccccc2F)cc1 | 8.1 | 19.1 | 3.8 | 0.8 | 6.4 | -11.4 | 7.8 | -1.3 | -2.1
CCCCn1c(/C=C/c2ccco2)nc2ccccc21 | 24.3 | -294.7 | -2.4 | -3.0 | 2.5 | 4.0 | 8.3 | 7.6 | -27.4
CCN(CC)CCNC(=O)c1cn(-c2ccccc2)nc1-c1cccs1 | 1.0 | 10.9 | 10.1 | -13.2 | -5.3 | 1.4 | 2.9 | 17.9 | 1.4
CCOc1ccccc1C(=O)NC(C)c1ccc2c(c1)OCO2 (stereo unspecified) | -14.9 | 13.2 | -0.3 | 7.1 | -10.7 | 6.1 | 7.2 | 15.9 | 0.3
CC1=NN(C(=O)Cc2ccc([N+](=O)[O-])cc2)C(O)(c2ccccc2)C1 (stereo unspecified) | 1.5 | 2.6 | -16.9 | -10.8 | -0.1 | -8.7 | -12.0 | 8.5 | 2.2
CCOc1ccc(NC(=O)CSc2ccc(-c3ccccn3)nn2)cc1 | 4.8 | 15.3 | 4.8 | -16.1 | -8.2 | -4.4 | 9.0 | -5.7 | -0.7
CN(C)C(=S)N=c1ssc(=S)n1Cc1ccco1 | / | 5.8 | 55.2 | / | -22.7 | / | / | / | 0.8
CCCN1CCN(CCCNC(=O)c2ccc(NC(=O)C3=C(C)OCCS3)cc2)CC1 | 7.9 | 4.1 | 10.6 | 5.0 | -6.3 | -0.8 | 2.1 | 8.2 | -1.5
CCCN(C(=O)CSc1nc2c(cnn2-c2ccccc2)c(=O)[nH]1)C1CCS(=O)(=O)C1 (stereo unspecified) | 2.9 | 10.5 | -57.6 | -12.6 | 1.6 | -2.2 | 1.4 | -2.6 | -0.6
Cc1cc(C)c2cccc(N)c2n1 | 12.8 | -6.5 | 22.4 | 71.4* | 17.4 | 2.2 | 7.3 | 24.1 | -0.5
CN(C)C(=S)c1ccc(N(C)C)cc1 | -23.5 | 18.5 | 40.2 | -7.1 | -6.7 | 0.9 | -7.9 | 5.2 | 1.7
CCOC(=O)c1c(C)[nH]c(C)c1C(=O)COC(=O)c1ccc(Cl)c(S(N)(=O)=O)c1 | -20.8 | 13.8 | 8.9 | 10.7 | -6.3 | 4.8 | 2.3 | 9.4 | 1.3
O=C(CCCn1c(=O)c2cccn2c2cccnc21)NCc1cccc(Br)c1 | 23.9 | -53.6 | -3.4 | 4.3 | -2.8 | 3.7 | 2.6 | 4.6 | -5.3
Cc1ccccc1Nc1ncnc2[nH]ncc12 | / | 14.5 | 1.6 | / | -6.5 | / | / | / | 2.7
CC(/C=C\c1ccccc1)=C/C(=O)O | -12.5 | 12.6 | -6.8 | 8.2 | 1.4 | -5.9 | 11.9 | 32.3 | -0.4
O=C(CSc1nnc(NC(=O)c2ccc(S(=O)(=O)N3CCOCC3)cc2)s1)Nc1ccccc1C(F)(F)F | -7.9 | 4.5 | -57.4 | -6.1 | -2.6 | -14.6 | -2.9 | 1.4 | 3.5
O=c1[nH]c2ccccc2nc1C(F)(F)C(F)F | -15.1 | -141.4 | 8.4 | -11.4 | 0.1 | -2.2 | 3.2 | -4.5 | -13.4
COc1ccccc1NC(=O)/C=C1\SCC(=O)N1C | -4.9 | 6.0 | -11.7 | 6.6 | -10.4 | -3.6 | 8.8 | 15.1 | -0.5
CC(=O)c1cccc(CN2CCC(C(=O)Nc3ccc(-c4cccc(C)c4)cc3)CC2)c1 | 28.9 | 13.5 | 17.0 | -13.6 | -4.5 | -3.6 | -16.8 | 44.9 | 2.7
Cc1cc(C)cc(C(=O)NC(CC(N)=O)c2ccc(NC3CCCC3)c([N+](=O)[O-])c2)c1 (stereo unspecified) | 8.7 | 31.1 | -4.1 | -23.4 | -5.9 | -2.9 | -9.6 | 15.9 | 2.5
O=[N+]([O-])c1ccc2n[nH]nc2c1 | 7.8 | 13.0 | 0.9 | -7.0 | 0.3 | -9.9 | -1.6 | 1.7 | 0.4
CN1CCN(/C=C(\C#N)S(=O)(=O)c2ccc(Cl)cc2)CC1 | -12.5 | 12.9 | -6.5 | -10.3 | 0.2 | 3.0 | 8.2 | 1.0 | -21.8
O=C(N/N=C/c1cc(Cl)ccc1O)c1cccnc1 | -11.0 | 7.2 | -20.5 | -0.3 | -33.5 | -19.9 | 11.4 | 23.9 | -11.2
COc1ccc(C(=O)c2ccc([N+](=O)[O-])cc2)c(OC)c1OC | / | 12.1 | 2.9 | / | -4.8 | / | / | / | 1.1
c1cc2c(cc1OCCNC1CCCC1)CCC2 | -2.0 | / | / | 5.0 | / | -6.0 | -8.6 | 19.3 | /
O=C(O)c1nn(Cc2ncc(-c3cccc(Cl)c3)o2)c(=O)c2ccccc12 | 18.8 | -54.8 | -4.7 | 0.5 | 4.7 | -4.0 | -4.4 | 5.3 | -15.6
O=C(Cc1ccccc1)Nc1ccc(NC(=O)C2CCCCC2)nc1 | 2.4 | 2.2 | -2.0 | 5.3 | -10.6 | 4.2 | 1.4 | 14.8 | 1.2
COC(=O)C(C(=O)OC)c1ccc(NC(=O)c2cccc(Cl)c2)cc1 | -27.4 | 25.9 | -12.1 | -16.8 | -0.2 | -3.9 | 3.6 | -3.9 | -1.1

Screening data: PubChem, Sanford-Burnham Center for Chemical Genomics
